Source: PubChem (several laboratories)
EphB4 ephrin blk: EphB4-ephrin-B2 interaction antagonists, primary screen, biochemical, TNYL-RAW peptide probe, fluorescence polarization; Ephrin type-B receptor 4 (Homo sapiens), P54760; EphB4 LBD / TNYL-RAW-Alexa532 peptide; inhibition, % at 7 µM; hit rate 0.15% among 97,000; AID 720, 2007;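 active = inhibition above the screen-wide mean inhibition plus 3 SD, cut at about 15% in these data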;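 also: 0% = DMSO wells and 100% = excess unlabeled TNYL-RAW peptide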
Target sequence (P54760 whole entry, looked up, the tested form may be a part): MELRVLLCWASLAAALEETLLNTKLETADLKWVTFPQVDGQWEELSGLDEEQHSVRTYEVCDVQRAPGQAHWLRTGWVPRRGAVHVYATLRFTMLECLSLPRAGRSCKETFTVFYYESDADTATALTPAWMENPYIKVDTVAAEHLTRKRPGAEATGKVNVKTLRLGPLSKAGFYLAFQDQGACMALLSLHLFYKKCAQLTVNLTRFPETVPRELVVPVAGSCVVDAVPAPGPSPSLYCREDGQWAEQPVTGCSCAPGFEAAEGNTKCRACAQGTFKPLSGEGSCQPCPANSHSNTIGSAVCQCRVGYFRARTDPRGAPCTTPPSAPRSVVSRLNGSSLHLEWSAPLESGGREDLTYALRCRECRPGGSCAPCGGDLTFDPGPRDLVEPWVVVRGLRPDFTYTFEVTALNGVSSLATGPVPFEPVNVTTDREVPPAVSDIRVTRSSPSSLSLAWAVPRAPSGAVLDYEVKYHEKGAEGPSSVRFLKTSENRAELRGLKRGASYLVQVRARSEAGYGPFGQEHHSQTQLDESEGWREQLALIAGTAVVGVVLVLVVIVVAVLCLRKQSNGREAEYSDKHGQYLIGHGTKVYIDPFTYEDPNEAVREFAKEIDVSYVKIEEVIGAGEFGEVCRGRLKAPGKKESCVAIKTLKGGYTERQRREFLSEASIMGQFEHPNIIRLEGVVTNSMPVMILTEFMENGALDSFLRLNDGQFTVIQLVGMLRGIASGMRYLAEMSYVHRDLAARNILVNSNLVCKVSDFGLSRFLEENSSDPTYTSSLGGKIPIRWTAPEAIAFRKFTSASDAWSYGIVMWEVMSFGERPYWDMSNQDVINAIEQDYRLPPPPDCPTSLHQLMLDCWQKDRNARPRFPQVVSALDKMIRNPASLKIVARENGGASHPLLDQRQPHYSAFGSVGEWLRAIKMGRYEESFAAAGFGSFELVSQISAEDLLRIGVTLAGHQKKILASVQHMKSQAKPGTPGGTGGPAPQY
HIV Rev-RRE inh: HIV-1 Rev-RRE binding inhibitors, primary screen, biochemical, FRET, protein-RNA interaction; P05866; Rev peptide-RRE RNA binding; inhibition, % at 8 µM; hit rate 0.79% among 97,000; AID 704, 2007;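 active = inhibition above the screen-wide mean plus 3 SD, cut at about 35% in these data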;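 also: 0% = median DMSO wells and 100% = median Neomycin B control wells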
Target sequence (P05866 whole entry, looked up): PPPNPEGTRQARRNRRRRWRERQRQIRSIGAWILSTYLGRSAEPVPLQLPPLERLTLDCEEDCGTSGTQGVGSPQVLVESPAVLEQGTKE
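Material: labelled RRE RNA duplex and labelled Rev peptide / Buffer or medium: HEPES pH 7.5 salt buffer with EDTA / Compound dosing: single point, 8 µM final nominal compound concentration / Benchmarks: DMSO low control, neomycin B high control / Timing: 5 min preincubation and 15 min binding, 25 °C / Technique: FRET fluorescence readout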
CYP2C9 inh: blockers of cytochrome P450 2C9 activity – biochemical, luminescence, ADME assay, primary screen; inhibition, % at 5 µM; CYP2C9 Supersomes, luciferin-H conversion; hit rate 20% among 96,000; AID 777, 2007;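 active = blocking of liver enzyme CYP2C9 beyond about 50% at 5 µM, limit read from the data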; also: values of inactives mirror those of a sister screen read the other way
PLAP activator: PLAP enzyme activators, biochemical, luminescence, HTS; activation fold at 20 µM; Alkaline phosphatase, placental type (Homo sapiens), P05187; purified PLAP enzyme, luminescent substrate read-out; hits give high values; hit rate 1.2% among 96,000; AID 696, 2007; in the data active = activation fold above about 2
Plk1 PBD FP: Plk1 polo box domain binding inhibitors, primary screen, biochemical, fluorescence polarization; Serine/threonine-protein kinase PLK1 (Homo sapiens), P53350; Plk1 PBD phosphopeptide binding; inhibition, %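 (tested at about 20 µM)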; hit rate 0.13% among 97,000; AID 693, 2007; in the data active = inhibition above about 34%, passing the limit was not always enough
PLK1 kinase inh: human PLK1 kinase inhibitors, primary screen, biochemical, TR-FRET; Serine/threonine-protein kinase PLK1 (Homo sapiens), P53350; inhibition, % at 10 µM; hit rate 0.53% among 97,000; recombinant PLK1 kinase, TR-FRET peptide phosphorylation;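 active = inhibition of 50% or more in the single-concentration screen; inactive = inhibition below 50%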;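 also: 0% = DMSO max control and 100% = H-89 dihydrochloride min control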
CYP2C9 act: human CYP2C9 activators, primary screen, biochemical, luminescence; hit rate 1.4% among 96,000; recombinant CYP2C9, luciferin-H conversion; hits give high values; factor 1 = untreated enzyme, 0 = blocked; activation factor at 5 µM; Cytochrome P450 2C9 (Homo sapiens), P11712;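 active = activation factor of 2 or more for CYP2C9 at a 5 µM dose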;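 also: 0 = sulfaphenazole-blocked wells and 1 = vehicle-only wells; values of inactives mirror those of a sister screen read the other way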
CYP2C19 activ: human CYP2C19 activators, primary screen, biochemical, luminescence; Cytochrome P450 2C19 (Homo sapiens), P33261; recombinant CYP2C19, luciferin-H EGE luminescence; hits give high values; 0 = fully inhibited enzyme, 1 = untreated enzyme; AID 1025, 2008; 96,000 tested, under 10 active; activation factor at 5 µM;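 active = activation factor of at least 2 at 5 µM in the primary screen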;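 also: 0 = wells with 2.5 mM tranylcypromine and 1 = vehicle-only wells; values of inactives mirror those of a sister screen read the other way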
CYP2C19 inh: blockers of cytochrome P450 2C19 activity – biochemical, luminescence, ADME assay, primary screen | P33261 | CYP2C19 Supersomes, luciferin-H EGE luminescence, 30 min | inhibition, % at 5 µM | hit rate 21% among 96,000 | AID 778, 2007;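 active = CYP2C19 inhibition above a set limit at 5 µM in the primary screen, cut at about 50% in these data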;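 also: plate controls were negative control wells for no effect and 2.5 mM tranylcypromine positive control for full effect; values of inactives mirror those of a sister screen read the other way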
Numbers without * were called inactive; nt = not tested or not shown.

SMILES	EphB4 ephrin blk	HIV Rev-RRE inh	CYP2C9 inh	PLAP activator	Plk1 PBD FP	PLK1 kinase inh	CYP2C9 act	CYP2C19 activ	CYP2C19 inh
CCn1nc(C(=O)Nc2ccccc2C)c(Cl)c1Cl	-3	-5	55*	0.9	12	-7	0.5	0.5	48
Cc1ccccc1OCCCCCNCCO	nt	nt	20	1	nt	nt	0.8	0.5	46
O=c1oc2c(CN3CCCCC3)c(O)ccc2c2c1CCCCC2	nt	nt	-14	1	nt	nt	1.1	1	4
Cc1cc(C)c(NC(=O)CCCOC(=O)C2=COCCO2)c(C)c1	-9	-3	18	1.5	21	-7	0.8	0.7	31
COC(=O)c1ccc(OC)c(CSc2nnc(COc3cccc(C)c3)o2)c1	nt	nt	90*	1	nt	nt	0.1	0	96*
COc1ccc(/C=C/C(=O)N(CC(C)C)CC(C)C)cc1Br	2	-3	9	1.4	24	-14	0.9	0.8	24
CCOC(=O)COC(=O)c1ccc(Oc2cc(C)nc(SC)n2)cc1	-2	8	nt	nt	-3	-8	nt	nt	nt
O=C(c1ccco1)N1CCN(C(=O)C2CC(c3ccc(Cl)c(Cl)c3)=NO2)CC1 (stereo unspecified)	2	7	44	1.6	-5	-8	0.6	0.5	54*
COc1ccc(C(=O)COC(=O)CNC(=O)C2CCCCC2)c(OC)c1	6	4	-13	0.9	4	-11	1.1	0.8	24
COC(=O)C1=C(N)Oc2cc(C)n(Cc3ccncc3)c(=O)c2C1c1cccnc1 (stereo unspecified)	-2	4	nt	nt	-8	-12	nt	nt	nt
Cc1ccc(C(=O)Nc2nc3ccccc3s2)s1	nt	nt	61*	0.8	nt	nt	0.4	0.6	38
O=C1CC(N2CCN(c3ccc(Cl)c(Cl)c3)CC2)C(=O)N1 (stereo unspecified)	6	5	13	1.1	20	-10	0.9	0.9	11
Brc1ccccc1-c1nnc(COc2ncnc3c2cnn3-c2ccccc2)o1	-7	13	30	0.9	-5	14	0.7	0.8	16
O=C1CCc2cc(S(=O)(=O)N3CCN(c4cccc(C(F)(F)F)c4)CC3)ccc2N1	-13	-3	34	0.9	-16	-14	0.7	0.8	18
COc1ccc(OC)c(NC(=O)Cc2coc3cc(C)cc(C)c23)c1	1	8	55*	1	14	-6	0.4	0.2	75*
Cn1nc(C(=O)NCc2cccnc2)c2ccccc2c1=O	-2	9	60*	1	-3	-5	0.4	0.2	78*
COc1cc(/C=C(\C#N)c2nc3ccccc3[nH]2)cc(Br)c1OCc1ccc(F)cc1	-8	11	28	1	37	-10	0.7	0.9	15
Cc1sc2nc3c(C(=O)N4CCN(c5ccccn5)CC4)cccn3c(=O)c2c1C	-2	5	29	1	17	-23	0.7	0.9	9
CN(C)/C=N/c1c(C#N)cnn1-c1ncnc2sc(-c3ccccc3)cc12	-15	1	92*	1.3	-35	11	0.1	0.1	87*
CN1CCC(N2CCN(c3cccc(C(F)(F)F)c3)CC2)CC1	-4	10	5	1	17	-1	1	0.9	8
Cc1ccc(N2C(=O)c3ccc(C(=O)O)cc3C2=O)cc1C	-51	11	20	1.3	-8	-4	0.8	1	4
O=C(CCc1ccccc1)Nc1c(F)cccc1F	-5	1	nt	nt	9	-10	nt	nt	nt
CC(=O)c1cccc(NC(=O)C2CCN(S(=O)(=O)c3ccc(F)cc3)CC2)c1	3	-1	63*	0.8	0	-5	0.4	0.5	53*
Cc1ccc(C(=O)COC(=O)c2cc(Cl)nc3ccccc23)cc1	-5	23	-53	0.9	-4	0	1.5	0.3	65*
COC(=O)c1[nH]c2ccc(F)cc2c1NC(=O)C1=COCCO1	-7	1	15	0.9	9	-6	0.9	0.9	11

Other results:
SMILES	EphB4 ephrin blk	HIV Rev-RRE inh	CYP2C9 inh	PLAP activator	Plk1 PBD FP	PLK1 kinase inh	CYP2C9 act	CYP2C19 activ	CYP2C19 inh
CCCn1c(CCC(=O)O)ccc1-c1cccs1	2	3	6	1.3	-2	3	0.9	1	-4
COc1ccc(NC(=O)CCC(=O)Nc2nnc(C(F)(F)F)s2)c(OC)c1	1	3	65*	0.9	3	-10	0.3	0.6	36
Cc1cn(C(=O)c2ccccc2)c(=S)n1-c1ccc(Cl)cc1	-6	10	nt	nt	-9	-3	nt	nt	nt
CCOC(=O)c1[nH]c(C)c(C(=O)C(C)C)c1C	-6	2	14	0.9	-20	1	0.9	0.5	51*
CC1(C)C2CCC1(CS(=O)(=O)N1CCOCC1)C(=O)C2 (stereo unspecified)	-10	6	-36	0.9	-6	2	1.4	1	0
Cc1noc(C)c1CSc1nc2cc(S(=O)(=O)N3CCOCC3)ccc2o1	1	2	54*	1.6	18	-9	0.5	0.4	64*
CCOC(=O)N1CCN(c2ccc3nnnn3n2)CC1	-14	4	-2	0.9	10	-3	1	0.4	56*
CCN(CC)CCCN1C(=O)C(=O)/C(=C(/O)c2cc(C)ccc2C)C1c1cccnc1 (stereo unspecified)	5	10	39	1.2	1	1	0.6	0.9	8
O=C1C2C3CCCC3=C3CCCC3C2C(=O)N1c1cccc(Cl)c1 (stereo unspecified)	0	15	16	0.9	-2	4	0.8	0.9	9
CC1CC(C)(C)CC2(C1)NC(=S)N(c1ccccc1)N2 (stereo unspecified)	4	3	37	0.9	-18	-5	0.6	0.8	17
COc1ccc(C(=O)c2cnc3cc4c(cc3c2C)OCO4)cc1	2	2	65*	1.8	-18	9	0.4	0.1	95*
O=C1CC(Cc2ccccc2)C(=O)N1CCCn1ccnc1 (stereo unspecified)	-6	7	69*	1	9	-6	0.3	0	100*
Nc1cc(C(=O)O)ccc1N1CCCCCC1	-3	3	-11	0.8	11	28	1.1	1.1	-5
CC(=O)Nc1ccc(OC(=O)c2cccs2)cc1	3	2	15	0.8	15	-6	0.8	0.9	14
O=C(CCS(=O)NCc1ccccc1)NCc1ccccc1 (stereo unspecified)	-5	8	-6	1.1	14	-14	1.1	0.9	5
O=c1[nH][nH]c(C(F)(F)F)c1C=NCc1cccc(Cl)c1	0	7	34	1.6	-8	-10	0.7	0.3	68*
O=C1CN(C(=O)CC2c3ccccc3-c3ccccc32)CC(=O)N1	5	5	10	0.9	-5	5	0.9	0.8	23
CCOC(=O)C1CCN(C(=O)CCn2c(=O)[nH]c3ccccc3c2=O)CC1	-5	-6	15	1.1	-3	-8	0.8	0.7	27
Clc1ccc(CSc2cc3c(nn2)-c2ccccc2CC3)cc1	-10	17	8	1	3	-6	0.9	0.8	25
Nc1c(-c2ccccc2)cnn1-c1ccc(C(=O)O)cc1	-3	0	-1	1.2	-15	-6	1	1	-2
Cn1c(OCc2cccnc2)nc2c1c(=O)n(Cc1ccccc1)c(=O)n2C	5	4	10	1.5	0	-8	0.9	0.9	7
O=C(C1CC1)N1CCN=C1SCc1ccccc1	nt	nt	16	1	nt	nt	0.8	0.2	83*
Cc1[nH]n(-c2ccccc2)c(=O)c1/C=N/NC(=O)c1cccc([N+](=O)[O-])c1	-5	0	13	1.1	-12	-5	0.9	1.1	-10
COc1ccc(C2=NOC3(CC(=O)N(c4ccc(C)cc4)C3=O)C2)c(OC)c1 (stereo unspecified)	10	9	2	0.9	-23	3	1	1.1	-6
S=c1[nH]nc(C2CCCCC2)n1/N=C/c1cccs1	-9	-3	11	1.1	19	-4	0.9	0.8	20

Fetched by compound from the list above (three):
SMILES	EphB4 ephrin blk	HIV Rev-RRE inh	CYP2C9 inh	PLAP activator	Plk1 PBD FP	PLK1 kinase inh	CYP2C9 act	CYP2C19 activ	CYP2C19 inh
Clc1ccc(CSc2cc3c(nn2)-c2ccccc2CC3)cc1	-10	17	8	1	3	-6	0.9	0.8	25
O=C1CC(N2CCN(c3ccc(Cl)c(Cl)c3)CC2)C(=O)N1 (stereo unspecified)	6	5	13	1.1	20	-10	0.9	0.9	11
Brc1ccccc1-c1nnc(COc2ncnc3c2cnn3-c2ccccc2)o1	-7	13	30	0.9	-5	14	0.7	0.8	16

(listing goes on)
SMILES	EphB4 ephrin blk	HIV Rev-RRE inh	CYP2C9 inh	PLAP activator	Plk1 PBD FP	PLK1 kinase inh	CYP2C9 act	CYP2C19 activ	CYP2C19 inh
CNC(=O)c1cc2c(s1)CCCCCC2	-4	2	nt	nt	1	-7	nt	nt	nt
O=C(OCC#CCSc1nnc(-c2ccccc2)o1)c1cc2ccccc2o1	-1	15	-17	1	4	-3	1.2	0.9	7
COc1ccc(C)cc1S(=O)(=O)N1CCN(c2cccc(C(F)(F)F)c2)CC1	4	9	24	0.8	-13	-5	0.8	0	98*
CCOc1ccc(NS(=O)(=O)c2ccc(OCC(=O)N3CCCC3)cc2)cc1	5	2	6	1	19	-4	0.9	1	2
CCOc1ccc(N(C(C)=O)C2C=CS(=O)(=O)C2)cc1 (stereo unspecified)	nt	nt	14	1	nt	nt	0.9	1	0
CCOC(=O)C1=NN(c2ccccc2)C(c2ccccc2)CC1=O (stereo unspecified)	1	-2	nt	nt	-20	-12	nt	nt	nt
N#Cc1nc(-c2ccc(F)cc2)oc1N1CCCC1	3	9	-33	1	29	-9	1.3	0.8	15
CCCCNC(=O)Nc1cc(C(=O)OC)ccc1Cl	-8	1	-11	0.9	-11	-1	1.1	0.8	23
Cc1ccc(NC(=O)C2CCCN(S(=O)(=O)c3cnc[nH]3)C2)c(Br)c1 (stereo unspecified)	1	10	95*	1.7	-9	-12	0.1	0.1	93*
CCOC(=O)c1[nH]c(C)c(C(=O)Nc2ccc3c(c2)CCC3)c1C	-6	5	5	0.8	-3	-8	0.9	0.9	10
CCN(Cc1ccccc1)C(c1cc2cc(C)cc(C)c2[nH]c1=O)c1nnnn1CCOC (stereo unspecified)	-4	1	7	1.1	21	-9	0.9	0.9	5
O=c1[nH]nc2n1CCCCC2	-2	10	-10	0.9	9	5	1.1	1	-2
CCN(CC)c1nc2c(s1)C(=O)CC(C)(C)C2	3	4	-4	0.9	10	-11	1	0.5	48
Cc1cc2ncn(C3CC(=O)N(Cc4ccc(N5CCCC5=O)cc4)C3=O)c2cc1C (stereo unspecified)	1	7	37	1.3	-29	-8	0.6	0.7	30
CC1CN(Cc2nc3c(c(=O)n(C)c(=O)n3C)n2Cc2ccccc2)CC(C)O1 (stereo unspecified)	1	0	8	1.4	-8	7	0.9	0.9	10
CCOc1ccc(C2c3c(oc4cc(C)c(C)cc4c3=O)C(=O)N2CCCN2CCOCC2)cc1 (stereo unspecified)	2	2	27	1.5	5	-16	0.7	0.7	28
O=S(=O)(NCc1cn2ccccc2n1)c1cc(F)ccc1F	1	4	nt	nt	-18	1	nt	nt	nt
NCCCC(=O)N1c2ccccc2Sc2ccccc21	-3	-9	3	1.4	6	66*	1	1.1	-5
O=C(OCC(=O)c1c[nH]c2ccccc12)c1ccco1	-2	7	3	1	13	-11	1	0.8	24
CSc1nc(C)c2c(c1C#N)CCCC2	-1	19	-27	0.9	-3	-14	1.3	0.8	18
Cc1csc(NC(=O)c2cccn2C)n1	3	0	6	1.1	9	-6	0.9	0.6	38
CCOC(=O)CN1C(=O)C(C)(C)Oc2ccc(C(=O)NC(C)(C)CC)cc21	1	0	18	1.2	-4	-4	0.8	1.1	-5
O=C(CCn1[nH]c(=O)c2ccccc2c1=O)NCCO	5	5	-18	1.1	-10	-8	1.2	1.2	-17
